SENP8 block-1 – blocks the human protease SENP8 | AID 2540 | hit rate 1.2% among 330,000 | Q96LD8 | purified SENP8, Z-RLRGG-aminoluciferin cleavage, luminescence | inhibition, % at 10 µM; in the data active means inhibition above about 50%
Target sequence (Q96LD8 whole entry, looked up): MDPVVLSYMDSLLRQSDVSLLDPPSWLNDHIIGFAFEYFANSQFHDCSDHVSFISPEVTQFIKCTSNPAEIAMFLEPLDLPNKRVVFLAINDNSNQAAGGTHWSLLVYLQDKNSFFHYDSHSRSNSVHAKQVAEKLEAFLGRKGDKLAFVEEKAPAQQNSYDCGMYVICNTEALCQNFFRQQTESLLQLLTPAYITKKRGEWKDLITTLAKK
SENP6 inh – inhibitors of human SENP6 protease; Q9GZR1; Recombinant SENP6 catalytic domain, aminoluciferin luminescence; hit rate 1.8% among 330,000; inhibition, % at 10 µM; AID 2599;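 active means inhibition above about 50% at the single tested dose, limit read from the data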;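 further: plate controls were DMSO wells with enzyme for no effect and DMSO wells lacking enzyme for full effect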
Target sequence (Q9GZR1 628-1112 limits assumed): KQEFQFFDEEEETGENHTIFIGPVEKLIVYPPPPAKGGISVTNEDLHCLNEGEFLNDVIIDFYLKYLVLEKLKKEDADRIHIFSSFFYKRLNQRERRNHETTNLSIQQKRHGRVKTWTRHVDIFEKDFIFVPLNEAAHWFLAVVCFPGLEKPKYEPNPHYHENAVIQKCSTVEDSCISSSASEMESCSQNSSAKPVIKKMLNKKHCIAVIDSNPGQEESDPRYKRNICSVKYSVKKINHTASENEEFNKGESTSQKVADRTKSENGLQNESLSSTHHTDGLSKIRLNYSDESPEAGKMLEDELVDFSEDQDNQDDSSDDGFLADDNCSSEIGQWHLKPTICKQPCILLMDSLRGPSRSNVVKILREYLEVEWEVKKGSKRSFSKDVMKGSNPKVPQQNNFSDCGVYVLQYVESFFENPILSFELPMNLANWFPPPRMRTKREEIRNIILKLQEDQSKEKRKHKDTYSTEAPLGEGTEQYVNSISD
SENP8 block-2 – blocks human SENP8 cleavage of Nedd8 substrate | recombinant SENP8, Nedd8 substrate fluorescence | inhibition, % at 20 µM | hit rate 0.64% among 360,000 | AID 602440; in the data active means inhibition mostly above about 40%, no sharp cut-off; inactive means mostly below about 27%
A3G deaminase – APOBEC3G (human) deaminase inhibition | Q9HC16 | recombinant A3G, ssDNA deamination FAM/TAMRA fluorescence | inhibition, % at 20 µM | hit rate 0.28% among 330,000 | AID 493012;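 active means inhibition of at least 40% at 20 µM, with no more than 30% in the related APOBEC3A deaminase screen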;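 further: plate controls were DMSO wells with A3G for no effect and wells lacking A3G enzyme for full effect; some compounds called inactive have numbers as strong as hits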
SENP7 inh – SENP7 protease inhibition | Q9BQF6 | recombinant SENP7, Z-RLRGG-aminoluciferin luminescence, 40 min | inhibition, % at 5 µM | hit rate 1.5% among 330,000;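 active means inhibition above about 50% at the single test dose, limit read from the data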;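 further: plate controls were DMSO with enzyme for no effect and no enzyme buffer wells for full effect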
Apaf-1 inh – blocks human Apaf-1 apoptosome activity. O14727. reconstituted apoptosome caspase-3 activity, DEVD-Rh110 fluorescence. inhibition, % at 20 µM. hit rate 0.71% among 330,000. AID 489030; active means inhibition of at least 40% at 20 µM;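 further: plate controls were DMSO wells for no effect and DEVD-CHO caspase inhibitor wells for full effect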
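System: Apoptosome proteins | Medium: Hepes pH 7.5 with detergent and BSA | Also added: Cytochrome c trigger plus (Z-DEVD)2-Rh110 caspase-3 substrate | Incubation: 30 min compound preincubation, 50 min activation, room temperature | Detection: Rhodamine 110 fluorescence at Ex 480/Em 540 nm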
SENP1 FRET inh – inhibitors of human SENP1 SUMO protease catalytic domain | Q9P0U3 | recombinant SENP1 catalytic domain, CyPet-SUMO1-YPet FRET cleavage | inhibition, % at 10 µM | hit rate 0.21% among 360,000 | AID 624204;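 active means inhibition at least 30% at 10 µM, raw YFP signal under a set limit, fluorescence ratio 0.5 to 1.5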;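 further: 0% = enzyme with DMSO and 100% = no enzyme wells; some results filed as inactive read as strong as hits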
Target sequence (Q9P0U3 419-644 limits assumed): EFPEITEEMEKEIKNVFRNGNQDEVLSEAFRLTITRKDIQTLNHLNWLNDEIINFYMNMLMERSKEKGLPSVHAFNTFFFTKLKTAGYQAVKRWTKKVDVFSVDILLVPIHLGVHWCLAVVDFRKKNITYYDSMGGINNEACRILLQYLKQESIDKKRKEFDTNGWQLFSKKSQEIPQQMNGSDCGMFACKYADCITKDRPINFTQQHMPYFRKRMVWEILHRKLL
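Test system: hSENP1 catalytic domain, recombinant; Amount: 20 pM final SENP1 enzyme; Medium: Tris pH 8 buffer plus EDTA, NaCl, BME, BSA, NP40, catalase; Schedule: 50 min enzyme reaction, room temperature, light-protected; Technique: FRET fluorescence in CFP and YFP emission channels; Controls: no-enzyme wells low, DMSO-plus-enzyme wells high control.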
UBC13 polyUb – blocks human UBC13 polyubiquitin chain formation; hit rate 0.47% among 330,000; TR-FRET; inhibition, % at 20 µM; P61088; in the data active means inhibition above about 45%, passing the limit was not always enough
Target sequence (P61088 whole entry, looked up): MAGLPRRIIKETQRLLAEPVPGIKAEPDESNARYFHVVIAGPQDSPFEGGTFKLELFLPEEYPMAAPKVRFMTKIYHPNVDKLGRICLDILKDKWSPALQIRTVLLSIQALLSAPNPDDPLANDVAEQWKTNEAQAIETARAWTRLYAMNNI
Numbers without * were called inactive. This is a random part of the collection; any-hit rate near 3.6%.

Screens by letter – A = SENP8 block-1; B = SENP6 inh; C = SENP8 block-2; D = A3G deaminase; E = SENP7 inh; F = Apaf-1 inh; G = SENP1 FRET inh; H = UBC13 polyUb
SMILES: Cc1ccc(S(=O)(=O)N2CCCCC2)cc1NC(=O)C1=NN(c2ccccc2)C(=O)CC1
  A: 1 | B: -12 | C: 3 | D: 1 | E: 8 | F: 18 | G: 2 | H: 3
SMILES: O=C(C[n+]1ccc2ccccc2c1)Nc1cc(C(F)(F)F)ccc1Cl
  A: 1 | B: 5 | C: -29 | D: 9 | E: 16 | F: -12 | G: 4 | H: 2
SMILES: COc1ccc(S(=O)(=O)NC(CC(=O)NCCc2ccc(OC)c(OC)c2)c2ccco2)cc1 (stereo unspecified)
  A: 2 | B: -12 | C: 19 | D: 2 | E: 10 | F: -22 | G: 1 | H: 5
SMILES: O=C(NCCc1ccc(Cl)cc1)Nc1cccc(Cl)c1
  A: -14 | B: -1 | C: 18 | D: -6 | E: -10 | F: 17 | G: 3 | H: 7
SMILES: COc1cccc(/C=N/NC(=S)Nc2cccc(C(=O)O)c2)c1
  A: 1 | B: 9 | C: -7 | D: -4 | E: 0 | F: -2 | G: 1 | H: -6
SMILES: Cc1ccnc(SCC(=O)N2CCN(c3cccc(Cl)c3)CC2)n1
  A: -3 | B: -4 | C: 16 | D: -1 | E: -4 | F: 10 | G: 1 | H: 8
SMILES: CC(NCc1ccc(S(N)(=O)=O)cc1)C(=O)Nc1cc([N+](=O)[O-])ccc1Cl (stereo unspecified)
  A: 1 | B: 3 | C: 18 | D: -9 | E: 8 | F: -15 | G: 0 | H: -3
SMILES: O=S(=O)(NCCc1ccccc1)c1cccc2cccnc12
  A: 1 | B: 3 | C: 8 | D: -5 | E: -3 | F: 1 | G: -1 | H: 1
SMILES: CCn1nc(CC(=O)Nc2nnc(CC(=O)N3CCOCC3)s2)c2ccccc2c1=O
  A: -2 | B: -9 | C: 12 | D: -5 | E: -6 | F: -15 | G: -1 | H: -1
SMILES: Cc1cc(C)c(NC(=O)CSc2nc(=O)n(CCN3CCOCC3)c3c2CCCC3)c(C)c1
  A: 4 | B: 2 | C: 7 | D: -2 | E: 0 | F: 1 | G: 2 | H: 1
SMILES: C[C@H](CO)N1C[C@H](C)[C@H](CN(C)CC2CC2)Oc2ccc(NC(=O)CCN3CCOCC3)cc2C1=O
  A: 2 | B: -4 | C: -7 | D: -7 | E: 2 | F: -9 | G: 2 | H: 10
SMILES: O=C(COc1ccccc1F)NNC(=O)c1cccc(-n2cccc2)c1
  A: -12 | B: -17 | C: 4 | D: -4 | E: 12 | F: -4 | G: 2 | H: -3
SMILES: CCCCNC(=O)C1CCN(S(=O)(=O)N2CCCCCC2)CC1
  A: -5 | B: -25 | C: 14 | D: -4 | E: -2 | F: -7 | G: 1 | H: -11
SMILES: COc1ccc(CCN2CN(S(=O)(=O)c3ccccc3)c3nc4ccccc4nc32)cc1
  A: -14 | B: -29 | C: -402 | D: -8 | E: -10 | F: 15 | G: -15 | H: -7
SMILES: CC(C)C(=O)N1CCN(c2cc(N3CCN(C)CC3)c(F)cc2[N+](=O)[O-])CC1
  A: 9 | B: 21 | C: 14 | D: -4 | E: 12 | F: -9 | G: -1 | H: -26
SMILES: CCOc1cc(CNc2ccccc2)cc(Br)c1OCc1ccccc1F
  A: -7 | B: -5 | C: 10 | D: -8 | E: -5 | F: 5 | G: 2 | H: -11
SMILES: CCOC(=O)c1ccc(NC(=O)Cn2nnc(-c3ccccc3)n2)cc1
  A: -8 | B: -4 | C: 11 | D: -5 | E: 2 | F: -9 | G: 0 | H: 1
SMILES: CCOc1ccc(CCNC(=O)CN2C(=O)c3cccnc3Oc3ccc(Cl)cc32)cc1
  A: -5 | B: -18 | C: 14 | D: 7 | E: 7 | F: 16 | G: -1 | H: -12
SMILES: C=CCn1c(C)nnc1SCC(=O)Nc1cc(S(=O)(=O)N2CCCC2)ccc1Cl
  A: 12 | B: 3 | C: 2 | D: -7 | E: 2 | F: -3 | G: -1 | H: 7
SMILES: CN(C)/C=C(/C(=O)c1ccccc1)S(=O)(=O)c1ccc(Cl)cc1
  A: -5 | B: 9 | C: -1 | D: -2 | E: -9 | F: 2 | G: 0 | H: -8
SMILES: COC(=O)C1C(=O)/C(=C(/C)N2CCCC2)C(=O)CC1(C)C (stereo unspecified)
  A: 3 | B: -8 | C: 20 | D: 0 | E: 6 | F: -8 | G: 11 | H: 0
SMILES: COc1ccc(NC(=O)COC(=O)c2ccc(F)cc2F)cc1
  A: -4 | B: -16 | C: 13 | D: -4 | E: 4 | F: 1 | G: 1 | H: -2
SMILES: Nc1cc(C(=O)O)ccc1N1CCCCCC1
  A: 0 | B: -2 | C: -22 | D: 8 | E: 1 | F: -9 | G: 2 | H: -5
SMILES: CC(Sc1ccccn1)C(=O)Nc1ccc2c(c1)OCCO2 (stereo unspecified)
  A: 1 | B: 4 | C: 5 | D: -3 | E: -8 | F: -4 | G: -2 | H: 7
SMILES: Cc1c(NC(=O)CSc2nnnn2C)c(=O)n(-c2ccccc2)n1C
  A: -3 | B: 2 | C: 13 | D: -7 | E: 2 | F: -2 | G: 2 | H: 7
SMILES: CCN(CCN1CCCC1)C(=O)c1cc(COc2ccccc2SC)on1
  A: 3 | B: -9 | C: 7 | D: -7 | E: 3 | F: 18 | G: -6 | H: 13
SMILES: O=C(CCCN1C(=O)C2CC=CCC2C1=O)Nc1ccccc1Cl (stereo unspecified)
  A: -1 | B: 2 | C: 2 | D: 0 | E: -10 | F: 7 | G: -1 | H: -7
SMILES: CCSc1oc(-c2ccco2)nc1S(=O)(=O)c1ccc(F)cc1
  A: 4 | B: -4 | C: -30 | D: -7 | E: -2 | F: 13 | G: -1 | H: 4
SMILES: COCCNC(=O)c1ccccc1NS(=O)(=O)c1ccc(Br)s1
  A: -4 | B: 7 | C: 8 | D: -6 | E: -1 | F: -5 | G: 1 | H: -10
SMILES: CC1CCC2(CC1)NC(=O)N(CC(=O)NC(=O)NC1CCCC1)C2=O (stereo unspecified)
  A: 10 | B: -13 | C: 12 | D: -3 | E: 5 | F: -11 | G: 0 | H: 2
SMILES: CC1(C)CC(=O)C2=C(C1)Nc1cc3c(cc1C2c1ccc2c(c1)OCO2)OCO3 (stereo unspecified)
  A: 3 | B: 13 | C: -422 | D: 3 | E: 3 | F: 10 | G: -19 | H: 5
SMILES: C[C@H](NC(=O)N1CCn2c1nc1ccccc12)C(=O)NCc1ccc2c(c1)OCO2
  A: -8 | B: -4 | C: 13 | D: -6 | E: 9 | F: 5 | G: 0 | H: 2
SMILES: O=C(OCCC1Oc2cccnc2NC1=O)c1ccc(Cl)cc1 (stereo unspecified)
  A: -2 | B: 8 | C: 3 | D: -2 | E: 10 | F: -1 | G: 0 | H: 2
SMILES: CN(C)CC(C)(C)CNCc1cc(=O)oc2ccc3ccccc3c12
  A: 2 | B: 4 | C: 6 | D: -1 | E: 0 | F: 10 | G: -2 | H: 9
SMILES: CN(C)N=Nc1ccc2nc[nH]c2c1
  A: -2 | B: -23 | C: 1 | D: 5 | E: -1 | F: -9 | G: -3 | H: -7
SMILES: O=C(NC(=S)Nc1ccc(S(=O)(=O)Nc2nccs2)cc1)c1cccc(F)c1
  A: 40 | B: 63* | C: 9 | D: 0 | E: 6 | F: 2 | G: 2 | H: -20
SMILES: Cc1nn(CCN)c(C)c1Cl
  A: -7 | B: -2 | C: 8 | D: -7 | E: -1 | F: -7 | G: 3 | H: 0
SMILES: COc1ccc(Cc2c(O)nc(SCC(=O)N3CCCCCC3)[nH]c2=O)cc1
  A: 5 | B: -48 | C: 12 | D: -7 | E: 8 | F: -5 | G: 0 | H: -2
SMILES: COc1ccc(/C=C/C(=O)NC(=S)NNC(=O)c2cc(OC)c(OC)c(OC)c2)cc1OC
  A: 5 | B: -7 | C: -143 | D: 2 | E: 0 | F: 7 | G: -6 | H: -15
SMILES: Cc1ccc(C(C(=O)NC2CCCCC2)N2CCC3(CC2)OCCO3)cc1 (stereo unspecified)
  A: -3 | B: -8 | C: 2 | D: -5 | E: -14 | F: -2 | G: -1 | H: 2
SMILES: COc1ccc(N2CCN(S(=O)(=O)CCNC(=O)CCCc3ccccc3)CC2)cc1
  A: -1 | B: 3 | C: 17 | D: -11 | E: -11 | F: 5 | G: 2 | H: -3
SMILES: O=C(Nc1nc2ccc(F)cc2s1)Oc1ccccc1
  A: -6 | B: 0 | C: 3 | D: -5 | E: 6 | F: 0 | G: 0 | H: -2
SMILES: Cc1ccc(S(=O)(=O)NC(CC(=O)NCC2CCCO2)c2ccco2)cc1 (stereo unspecified)
  A: -9 | B: -21 | C: 15 | D: -9 | E: 14 | F: -3 | G: 2 | H: 5
SMILES: CCOC(=O)COc1cc([N+](=O)[O-])cc2cccnc12
  A: -5 | B: -16 | C: 1 | D: -6 | E: -10 | F: 2 | G: 0 | H: 2
SMILES: Cc1ccc(S(=O)(=O)Nc2cccc(C(=O)N3CCOCC3)c2)c(C)c1NS(C)(=O)=O
  A: 0 | B: -11 | C: 9 | D: 1 | E: 8 | F: 1 | G: 0 | H: -1
SMILES: CCOc1ccc(S(=O)(=O)NNC(=S)Nc2ccc(Br)cc2)cc1
  A: -1 | B: -2 | C: 19 | D: 0 | E: 10 | F: 8 | G: 2 | H: -5
SMILES: CN1CCN(c2nc3c(c(=O)n(C)c(=O)n3C)n2CC(=O)C23CC4CC(CC(C4)C2)C3)CC1
  A: -15 | B: 10 | C: 5 | D: 8 | E: -8 | F: 1 | G: -1 | H: 2
SMILES: CCCn1c(SC(C)C(=O)NCC2CCCO2)nc2sc3c(c2c1=O)CCC3 (stereo unspecified)
  A: -6 | B: -3 | C: 16 | D: -7 | E: -2 | F: 12 | G: 0 | H: -4
SMILES: O=C(CCN1CCCCC1)Nc1cccc(Br)c1
  A: -1 | B: -9 | C: 1 | D: -1 | E: -3 | F: -1 | G: 2 | H: 2
SMILES: CCC(OC(=O)c1cccs1)C(=O)NC1CCCCC1 (stereo unspecified)
  A: 0 | B: 0 | C: 7 | D: -3 | E: 0 | F: 7 | G: -1 | H: 8

Laid out differently: results already given.
Fields: SENP8 block-1, SENP6 inh, SENP8 block-2, A3G deaminase, SENP7 inh, Apaf-1 inh, SENP1 FRET inh, UBC13 polyUb
- Cc1ccc(S(=O)(=O)NC(CC(=O)NCC2CCCO2)c2ccco2)cc1 (stereo unspecified)
→ -9, -21, 15, -9, 14, -3, 2, 5
- CCOC(=O)COc1cc([N+](=O)[O-])cc2cccnc12
→ -5, -16, 1, -6, -10, 2, 0, 2
- Cc1ccc(S(=O)(=O)Nc2cccc(C(=O)N3CCOCC3)c2)c(C)c1NS(C)(=O)=O
→ 0, -11, 9, 1, 8, 1, 0, -1
- CCOc1ccc(S(=O)(=O)NNC(=S)Nc2ccc(Br)cc2)cc1
→ -1, -2, 19, 0, 10, 8, 2, -5

The results go on:
Screens by letter – A = SENP8 block-1; B = SENP6 inh; C = SENP8 block-2; D = A3G deaminase; E = SENP7 inh; F = Apaf-1 inh; G = SENP1 FRET inh; H = UBC13 polyUb
SMILES: COc1ccc(C(=O)N/C(=C\c2cn(S(=O)(=O)N(C)C)c3ccccc23)C(=O)NCCCn2ccnc2)cc1
  A: -1 | B: 9 | C: 6 | D: -6 | E: 3 | F: 12 | G: 0 | H: 1
SMILES: NCCCC[C@H]1CNC(=S)N1CCc1cc(C(F)(F)F)cc(C(F)(F)F)c1
  A: -7 | B: -3 | C: 19 | D: -4 | E: 3 | F: 39 | G: -2 | H: 22
SMILES: CC(/C=N/n1cnnc1)=C\c1ccco1
  A: 2 | B: 7 | C: 0 | D: 6 | E: 7 | F: 9 | G: -3 | H: -10
SMILES: COc1ccc(Cn2ccnc2SCC(=O)NC2CCCCC2)cc1
  A: -3 | B: -19 | C: 8 | D: -6 | E: -7 | F: 4 | G: -2 | H: -1
SMILES: COCCCN1CN=C(NS(=O)(=O)c2ccc(C)cc2)NC1
  A: -1 | B: -16 | C: 14 | D: -12 | E: 9 | F: -1 | G: 0 | H: 1
